# Compound activity: PubChem BioAssay, several laboratories
# HIV fusion peptide: cell-free HIV fusion peptide-binding blockers – biochemical, uHTS, fluorescence dequenching, primary screen (AID 1986). cell-free peptide binding, fluorescence dequenching, 30 min; higher % means a stronger effect. inhibition, % at 20 µM; hits with a dose series show IC50 in µM. 290,000 compounds, 0.3% hits; in the data active means inhibition mostly above about 52%, no sharp cut-off; inactive means mostly below about 76%; further: some results filed as inactive read as strong as hits
# AID2073: inhibitors of Mint1-CaV2.2 protein interaction, biochemical, HTRF (AID 2073); HTRF protein-protein interaction, Mint1-CaV2.2; higher % means a stronger effect; one-dose inhibition, % at 20 µM; IC50 in µM for titrated hits; 290,000 compounds, 0.19% hits; in the data active means inhibition mostly above about 51%, no sharp cut-off; inconclusive means no clear call, values can overlap the other calls; inactive means mostly below about 53%; further: some results filed as inactive read as strong as hits
# LYP inhibition: PTPN22 lymphoid phosphatase activity blockers – biochemical, fluorescence intensity, uHTS (AID 1779) | 290,000 compounds, 0.054% hits | recombinant LYP phosphatase, fluorescence intensity; higher % means a stronger effect | inhibition, % at 11.5 µM; hits with a dose series show IC50 in µM;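 further: plate controls were vehicle with enzyme for no effect and no enzyme for full effect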
# Myeloid diff 2: compounds promoting myeloid differentiation | ER-HoxA9 myeloid progenitors, lysozyme-GFP differentiation, flow cytometry | 360,000 compounds, 1% hits | AID 624256 | calls only at 10 µM;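 active means normalized GFP-positive differentiation at or above the plate's own cutoff, the solvent-only control mean plus 3 SD; inconclusive means no clear call, values can overlap the other calls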;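 further: cells exposed to compound for four days before flow analysis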
# NOD2 inhibition: inhibition of NOD2-driven NF-kB reporter – cell-based, luminescence, uHTS, HEK293 (AID 1566); 290,000 compounds, 0.63% hits; HEK293 NOD2/NF-kB luciferase reporter, luminescence; higher % means a stronger effect; one-dose inhibition, % at 4 µM; EC50 in µM for titrated hits; further: many of its hits are not listed in these tables
# Lipid droplet: modulators of hepatic lipid droplet formation; AML12 mouse hepatocytes, oleate lipid droplets, BODIPY imaging; inhibition, % at 6.5 µM; 240,000 compounds, 0.4% hits; AID 1656;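 active means lipid droplet intensity inhibited by at least 50%, with more than 500 cells counted; inconclusive means wells with under 300 cells, treated as cytotoxic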
#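 Assay system: AML12 mouse liver cells | Compound dosing: One dose, 6.5 µM compound | Read-out basis: Droplet intensity reduction, % inhibition | Measured by: Fluorescence imaging, 20x objective, two fields per well | Schedule: Overnight treatment with compound plus oleate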
# Dengue-2 NS5 capping: flavivirus cap methylation enzyme inhibition – biochemical, confirmation dose response, primary screen (AID 588689); Dengue-2 NS5 methyltransferase capping enzyme assay, biochemical; higher % means a stronger effect; one-dose inhibition, % at 25 µM; IC50 in µM for titrated hits; 340,000 compounds, 0.3% hits; in the data active means a potency from the dose series; inconclusive means inhibition above about 29% without an active follow-up result
# XIAP displacement: small molecules displacing peptide from XIAP – biochemical, IAP family, fluorescence polarization (AID 1018). displacement, % at 20 µM, or IC50 in µM where a hit was titrated. 200,000 compounds, 0.007% hits. XIAP BIR domain, fluorescence polarization peptide displacement; higher % means a stronger effect; in the data active means displacement above about 50%; further: a part of the inactive calls stands beside numbers as strong as those of hits
# SIAH1 antagonists: Siah-1 peptide-binding antagonists, primary screen, biochemical, fluorescence polarization, rhodamine-plectin, uHTS (AID 1817); Siah-1 / rhodamine-plectin peptide fluorescence polarization; higher % means a stronger effect; displacement, % at 20 µM, or IC50 in µM where a hit was titrated; 290,000 compounds, 0.02% hits;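 active means displacement of at least 50% at 20 µM, with a fluorescence ratio check between 0.3 and a set limit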;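 further: plate controls were Siah plus tracer with DMSO for no effect and tracer alone without Siah for full effect; strong numbers were not always called active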
# Lipid droplet cells 6.5 µM: also measured in Lipid droplet; calls as there; cell count; measured here: cell count, cytotoxicity flag;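 cells counted across two imaged fields per well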
# Dengue-2 NS5 capping pilot replicate: further read-out of Dengue-2 NS5 capping, marked with its call; inhibition, %; measured here: pilot screen replicate inhibition
# Myeloid diff 2 GFP+ MAC1+ %: second read-out of Myeloid diff 2, no call of its own (marks repeat the call); GFP+ MAC1+ double positive, %; measured here: differentiation confirmed by MAC1 staining
# Starred values were filed as active, the others as inactive; i = inactive; ? = inconclusive; nt = no result given; + = active, no number. Unless noted, no stated cut-off is given here; in the data, active means inhibition above about 50%; inactive means the rest. A portion of the library (hit frequency here may not be typical).
SMILES,HIV fusion peptide,AID2073,LYP inhibition,Myeloid diff 2,Myeloid diff 2 GFP+ MAC1+ %,NOD2 inhibition,Lipid droplet,Lipid droplet cells 6.5 µM,Dengue-2 NS5 capping,XIAP displacement,SIAH1 antagonists,others
CCn1c2ccccc2c2cc(NC(=O)COc3ccccc3)ccc21,4.3%,-1%,2%,i,0.9,12%,-15,660,-1%,-5.2%,-3%,
Cc1noc(C)c1COc1ccc(C(=O)Nc2ccccc2)cc1,-1.0%,35%,-5%,i,0.5,5%,6,673,9%,-5.8%,9%,
COc1ccc(S(=O)(=O)n2[nH]c(=O)c(CCO)c2C)c([N+](=O)[O-])c1,-0.5%,-4%,-7%,i,0.5,4%,12,702,2%,-5.6%,0%,
CCCCC(=O)Nc1ccccc1C#N,0.8%,25%,-6%,i,0.7,-10%,11,765,2%,-2.5%,-1%,
CC1Cc2nc(SCC(=O)Nc3ccc(F)cc3F)n(C)c(=O)c2S1 (centres undefined),-0.7%,?,-12%,i,6.2,24%,nt,nt,-1%,-7.0%,0%,
O=S1(=O)N=C(N/N=C/c2ccccn2)c2ccccc21,6.6%,-5%,1%,i,0.3,0%,-11,595,-1%,-5.6%,-9%,
Cc1ccc(-c2nc(C)c(C(=O)O)s2)cc1,-1.3%,19%,-7%,i,0.3,-113%,18,728,7%,-7.5%,1%,
C/C(Nc1cccc(F)c1)=C(/C#N)C(N)=O,-0.9%,3%,1%,i,6.3,15%,27,729,-8%,-5.3%,1%,
CCCN(CCC)C(=O)Cn1c(=O)n(CCCCC(=O)NC2CCCC2)c(=O)c2ccccc21,2.9%,3%,-10%,i,1.5,6%,2,569,-4%,-1.5%,3%,
Cc1ccc(N2CCN(C(=O)c3cc(-c4ccc(F)cc4)[nH]c3C)CC2C)cc1 (centres undefined),3.5%,-8%,4%,i,0.6,11%,11,847,1%,nt,2%,
COc1cc(-c2nc(-c3ccc(NC(=O)c4ccc(Br)o4)cc3)no2)cc(OC)c1OC,0.3%,21%,-8%,nt,nt,7%,-19,797,-7%,-10%,4%,
CC(C)OC(=O)CSc1nc2c(c(C3CC=CCC3)c1C#N)CCC2 (centres undefined),2.1%,0%,1%,i,8.3,15%,nt,nt,-5%,-2.6%,-4%,
Cc1cccc(C)c1NC(=O)CN(C)CC(=O)Nc1cc(Cl)ccc1C#N,-0.1%,2%,-3%,i,0.6,-18%,nt,nt,-1%,-6.6%,-2%,
COc1ccc(NC(=O)CN(C)CC(=O)Nc2ccc(Cl)cc2[N+](=O)[O-])cc1,1.0%,-10%,-5%,i,0.2,-2%,-8,695,5%,-5.6%,5%,
CN1CCN(/C=N/C2=C(C#N)C(c3ccccc3)C3=C(CC(C)(C)CC3=O)O2)CC1 (centres undefined),-0.6%,-6%,-6%,i,1.8,4%,nt,nt,4%,-0.5%,1%,
CC(C)C(=O)Nc1nnc(CCc2nnc(NC(=O)C(C)C)s2)s1,0.7%,-1%,-8%,i,3.5,16%,-15,725,-5%,-1.3%,-3%,
Cc1cc(NC(=O)c2ccc(N3C(=O)CCC3=O)cc2)no1,-1.1%,-1%,-9%,i,1.0,4%,nt,nt,2%,0.5%,-1%,
CC(C)NS(=O)(=O)c1ccc(OCC(=O)Nc2ccc3c(c2)OCO3)cc1,0.0%,8%,-1%,i,0.2,4%,14,757,nt,-3.5%,4%,
CCOc1ccc(NC(=O)CN2CCN(CC(=O)Nc3ccc(OC)cc3)CC2)cc1,-2.1%,-5%,-3%,i,6.5,-5%,40,665,-10%,-4.0%,-1%,
C#CCOc1c(Br)cc(/C=N/O)cc1OCC,0.4%,-6%,-2%,i,0.4,20%,12,781,2%,-5.8%,-6%,

# Next part, starting with the last 4 of the part before.
SMILES,HIV fusion peptide,AID2073,LYP inhibition,Myeloid diff 2,Myeloid diff 2 GFP+ MAC1+ %,NOD2 inhibition,Lipid droplet,Lipid droplet cells 6.5 µM,Dengue-2 NS5 capping,XIAP displacement,SIAH1 antagonists,others
Cc1cc(NC(=O)c2ccc(N3C(=O)CCC3=O)cc2)no1,-1.1%,-1%,-9%,i,1.0,4%,nt,nt,2%,0.5%,-1%,
CC(C)NS(=O)(=O)c1ccc(OCC(=O)Nc2ccc3c(c2)OCO3)cc1,0.0%,8%,-1%,i,0.2,4%,14,757,nt,-3.5%,4%,
CCOc1ccc(NC(=O)CN2CCN(CC(=O)Nc3ccc(OC)cc3)CC2)cc1,-2.1%,-5%,-3%,i,6.5,-5%,40,665,-10%,-4.0%,-1%,
C#CCOc1c(Br)cc(/C=N/O)cc1OCC,0.4%,-6%,-2%,i,0.4,20%,12,781,2%,-5.8%,-6%,
O=C(CCC1CCCN(C(=O)c2ccc(F)c(F)c2)C1)N1CCN(c2ccccn2)CC1 (centres undefined),0.8%,-5%,-8%,i,0.7,-9%,-31,642,-1%,nt,15%,
CCOC(=O)C(C)n1cnc2c(nnn2-c2cccc(OC)c2)c1=O (centres undefined),-1.2%,7%,-9%,nt,nt,12%,-1,847,0%,nt,7%,
CCCCSc1nnc(-c2ccc(OC)cc2)n1C,-2.0%,-6%,-4%,i,2.2,11%,5,705,1%,-7.4%,-9%,
CCc1nnc(NC(=O)c2sc3nc4c(cc3c2N)CCCCC4)s1,2.0%,37%,0%,i,1.2,-71%,12,707,-4%,-3.1%,10%,
CC1(C)CSC(=NCCc2ccccc2)N1C(=O)c1ccc(C#N)cc1,2.1%,12%,-7%,i,1.2,2%,-10,658,-8%,1.0%,-4%,
Cc1nc2cncc(Br)c2n1C,0.6%,-9%,-5%,i,3.7,-9%,nt,nt,-3%,-3.3%,0%,
O=C(CSc1ccccc1)Nc1nc2ccccc2[nH]1,0.6%,4%,-8%,i,3.2,-37%,-11,603,-4%,0.2%,-1%,
Brc1ccccc1OCCNCc1ccccc1,2.2%,14%,2%,i,0.1,-29%,22,698,-1%,-3.7%,2%,
O=Cc1sc(Nc2ccccc2)nc1Cl,20%,8%,3%,+,1.2*,6%,28,666,-51%,-7.5%,1%,
CNC(=O)/C(C#N)=C/c1cc(C)n(-c2ccc(N3CCOCC3)cc2)c1C,-0.3%,11%,-4%,i,0.2,36%,9,764,-2%,nt,-1%,
Cc1cc(OCc2nnc(SC(C)C(=O)O)n2-c2ccccc2)ccc1Cl (centres undefined),3.2%,1%,-6%,i,0.0,18%,5,805,-1%,nt,-2%,
CCNC(=O)Nc1cc2nc(C)n(Cc3ccc(Br)cc3)c2nc1C,3.6%,5%,2%,i,0.4,-35%,nt,nt,0%,-4.8%,1%,
c1ccc(Oc2cc(-n3cccn3)ncn2)cc1,-0.6%,0%,-2%,i,1.1,-48%,7,744,-2%,-5.2%,-3%,
O=C(N/C(=C\c1cccs1)C(=O)N1CCOCC1)c1ccco1,0.8%,22%,-1%,i,0.0,10%,10,705,-7%,-2.5%,16%,
CC(=O)Nc1ccc2c(CSc3nnc(N)s3)cc(=O)oc2c1,-2.1%,12%,-12%,i,1.4,-47%,10,742,0%,nt,1%,
CN1CCN(CCCNC(=O)CN2C(=O)COc3ccccc32)CC1,1.3%,16%,-4%,?,nt,-24%,-3,823,3%,nt,1%,
CC(C)OC(=O)CC(=O)c1sc2nc3c(cc2c1N)CN(C)CC3,2.5%,51%,2%,nt,nt,-14%,nt,nt,nt,-4.4%,2%,
COc1cccc(N2CCN(C(=O)c3cc4cc(Cl)ccc4[nH]3)CC2)c1,-0.3%,12%,-2%,i,0.8,16%,-16,872,-1%,nt,2%,
COc1cccc(NC(=O)COc2ccc(S(=O)(=O)NC(C)C)cc2)c1,2.3%,-10%,-16%,i,1.1,20%,-14,704,1%,1.9%,1%,
O=C(c1cc(-c2ccccc2)on1)N1CCN(C(=O)c2ccco2)CC1,5.8%,14%,-4%,i,1.2,4%,-6,806,-1%,-4.7%,1%,
COc1cc2ccccc2cc1C(=O)Nc1ccc(S(=O)(=O)Nc2cc(C)on2)cc1,24%,2%,9%,i,1.1,11%,nt,nt,-1%,-4.5%,-2%,
CCOc1ccc(-n2cc(-c3ccccc3)c3c(=O)[nH]cnc32)cc1,-0.2%,-5%,-4%,i,0.2,17%,7,702,0%,-4.2%,23%,
COc1ccc(C(=O)Nc2cc(C(=O)NCCc3ccccc3)ccc2Cl)cc1,-0.4%,16%,3%,i,2.3,-17%,-24,753,-1%,-1.9%,4%,
CN(Cc1ccccc1)C(=O)Cn1cccc1C(=O)c1ccccc1,5.0%,10%,5%,i,1.6,-10%,-24,812,-8%,-5.4%,0%,
O=C(CCC(=O)N(CC(=O)NC1CCCCC1)c1ccc(F)cc1)Nc1nccs1,-0.7%,-1%,2%,i,0.0,-26%,1,724,0%,nt,-3%,
COc1ccc(C(=O)Nc2ccc(-c3n[nH]c(=S)o3)cc2)cc1,7.6%,-8%,-5%,i,0.9,4%,0,842,0%,nt,3%,
COc1cccc(-c2nnc(-c3ccco3)o2)c1,7.8%,8%,0%,i,0.1,-103%,0,733,1%,-7.2%,-1%,
CC(C)Cc1nc2n[nH]c(N)c2c2c1CCCC2,2.7%,-15%,-3%,nt,nt,12%,-2,758,-7%,-4.8%,-1%,
O=C(C1Cc2ccccc2CN1S(=O)(=O)c1ccc(F)cc1)N1CCCCC1 (centres undefined),-1.1%,6%,-3%,i,1.2,-8%,4,766,-1%,-3.8%,-1%,Dengue-2 NS5 capping pilot replicate=2.1
CC(=O)c1ccc(NC(=O)C2(c3ccccc3)CCOCC2)cc1,-2.1%,-4%,4%,i,1.0,-62%,nt,nt,1%,-6.7%,-1%,
CCC(=O)/C=C1\Sc2ccccc2N1CC,-0.3%,-33%,4%,i,1.0,9%,9,697,-4%,-3.3%,8%,
N#CC(c1ccc(Cl)nn1)c1c(F)cccc1Cl (centres undefined),0.7%,12%,3%,i,0.4,12%,3,695,-1%,2.9%,-4%,
CCOc1ccc(NC(=O)CN(C)Cc2cc(=O)n3c(-c4ccccc4)csc3n2)cc1OCC,7.5%,46%,5%,i,0.9,9%,4,719,-11%,-2.0%,4%,
